Assay outcomes deposited in PubChem by National Center for Advancing Translational Sciences (NCATS).
TRHR agonist = agonists of human TRH receptor; activation, % at 2 µM; AID 493084; 360,000 compounds, 0.18% hits; TRHR cells, calcium flux fluo-8, FDSS agonist mode; P34981; in the data active = activation above about 30%; note: 0% is about no effect
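Agonist-mode FDSS calcium read (Ex 480/Em 530, 1 s cycles) in 1536-well TRHR cells with fluo-8 dye, after 10-cycle baseline and 23 nL compound addition; TRH at EC20 (10 nM final) added afterwards for the enhancer phase.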
RXFP1 agonist = RXFP1 (human) receptor agonism; Q9HBX9; HEK293T-RXFP1 cAMP TR-FRET, 30 min; response scale: percent of porcine relaxin response, buffer zero; Potency, µM (highest dose often 57.5 µM), inactives show top-dose activation, most hits filed as activators; 370,000 compounds, 0.3% hits; AID 2676; note: potency is the fitted concentration of half-maximal effect; % is set by controls: 0 for no effect and ±100 for the full control effect; nearly all actives have a fitted effect of over 60% in size; many of its hits are not listed in these tables
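Agonist response is measured as cAMP accumulation in an RXFP1-transfected HEK293T line under PDE4 inhibition. Values are scaled between buffer-only and 29 nM porcine relaxin, and EC50s come from standard Hill equation fits.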
D1 PAM = human D1 dopamine receptor positive modulation | AID 504651 | potentiation, % at 10 µM | HEK293 TREx D1 cells, calcium flux, dopamine EC20 potentiation | 360,000 compounds, 0.036% hits | P21728; in the data active = potentiation above about 30%; note: 0% is about no effect
Target sequence (P21728 whole entry, looked up): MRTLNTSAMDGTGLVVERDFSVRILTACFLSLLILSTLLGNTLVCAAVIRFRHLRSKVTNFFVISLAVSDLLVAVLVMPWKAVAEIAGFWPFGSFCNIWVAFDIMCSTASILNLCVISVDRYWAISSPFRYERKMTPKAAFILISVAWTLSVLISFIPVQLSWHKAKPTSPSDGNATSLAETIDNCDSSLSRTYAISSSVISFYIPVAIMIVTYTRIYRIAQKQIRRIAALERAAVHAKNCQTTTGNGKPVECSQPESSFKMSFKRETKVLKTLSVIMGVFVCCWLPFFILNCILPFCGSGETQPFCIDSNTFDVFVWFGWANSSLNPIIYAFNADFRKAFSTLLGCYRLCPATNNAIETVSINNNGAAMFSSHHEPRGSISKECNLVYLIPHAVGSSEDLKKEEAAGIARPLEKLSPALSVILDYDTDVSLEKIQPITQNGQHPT
D2 PAM = positively modulates the human D2 dopamine receptor allosterically | P14416 | HEK293 T-REx D2, calcium flux, EC20 dopamine potentiation | potentiation, % at 10 µM | 340,000 compounds, 0.34% hits | AID 485347;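 active = potentiation over 3 SD above the plate norm, cut at about 30% in these data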; note: 0% is about no effect
Target sequence (P14416 whole entry, looked up): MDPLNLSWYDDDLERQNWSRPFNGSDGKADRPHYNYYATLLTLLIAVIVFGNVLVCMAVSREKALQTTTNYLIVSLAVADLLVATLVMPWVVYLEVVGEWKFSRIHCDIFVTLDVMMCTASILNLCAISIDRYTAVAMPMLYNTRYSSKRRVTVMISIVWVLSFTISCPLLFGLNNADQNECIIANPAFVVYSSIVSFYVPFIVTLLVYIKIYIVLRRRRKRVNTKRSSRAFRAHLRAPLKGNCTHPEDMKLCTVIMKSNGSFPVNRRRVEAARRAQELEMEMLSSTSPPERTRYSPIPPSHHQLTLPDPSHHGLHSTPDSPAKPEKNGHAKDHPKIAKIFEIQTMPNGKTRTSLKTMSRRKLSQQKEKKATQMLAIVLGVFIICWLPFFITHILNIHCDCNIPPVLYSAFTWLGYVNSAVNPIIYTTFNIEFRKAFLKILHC
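Cells plated with tetracycline inducer and held overnight at 30 C; calcium dye loaded 30–90 min at room temperature; baseline taken, compound added and read 180 s; EC20 dopamine then added and read 180 s.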
Anesthetic bind = binds horse apoferritin like a general anesthetic; 350,000 compounds, 0.074% hits; AID 485281; apoferritin/1-aminoanthracene competitive binding, fluorescence; P02791; Potency, µM (highest dose often 77.5 µM), inactives show at the highest dose activity change, negative = displacement, hits mostly inhibitors; note: potency is the fitted concentration of half-maximal effect; % is set by controls: 0 for no effect and ±100 for the full control effect; nearly all actives have a fitted effect of over 20% in size
Target sequence (P02791 2-175 limits assumed): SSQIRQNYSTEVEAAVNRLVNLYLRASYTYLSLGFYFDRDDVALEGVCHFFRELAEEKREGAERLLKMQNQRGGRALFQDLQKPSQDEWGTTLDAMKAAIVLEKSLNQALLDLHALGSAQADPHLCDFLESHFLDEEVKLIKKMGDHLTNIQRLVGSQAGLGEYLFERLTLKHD
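10 uM apoferritin + 50% sat. 1-AMA, PBS; cpd 10 min RT; Ex380/Em535 endpoint; normalized to free probe vs complex; 4-param Hill fit; propofol titration as pos. ctrl.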
TRHR PAM = allosteric enhancers of human TRH receptor. P34981. TRHR cells, fluo-8 calcium fluorescence, EC20 TRH enhancement. 360,000 compounds, 0.66% hits. enhancement, % at 2 µM; in the data active = enhancement above about 30%; note: 0% is about no effect
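Enhancer read-out: after compound pinning and an initial kinetic agonist-mode read, an EC20 of TRH (10 nM final) was injected and fluo-8 calcium signal (Ex 480/Em 530) followed at 1 s/cycle for 100 cycles in TRHR-expressing cells.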
RXFP1 antagonist = antagonists of human relaxin receptor RXFP1. HEK293-RXFP1, relaxin-stimulated cAMP HTRF, 30 min; hits give low values. activity change, negative = inhibition, % at 57.5 µM. 350,000 compounds, 0.59% hits. Q9HBX9;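 active = activity change of -60% or lower, but not beyond a set lower limit; inconclusive = change between -60% and -40%, or beyond the set limit; inactive = change above -40%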; note: % is set by controls: 0 for no effect and ±100 for the full control effect
D1 ag = activates the human D1 dopamine receptor; 360,000 compounds, 1% hits; HEK293 T-REx D1 cells, calcium flux, agonist mode; activation, % at 2 µM; P21728; AID 504660; in the data active = activation above about 30%; note: 0% is about no effect
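Agonism was scored from calcium flux recorded over 180 s (1 read/s) after pintool compound addition, following a 10-cycle baseline. Cells were inducible force-coupled HEK293 TREx D1, plated overnight at 30 C and loaded with no-wash calcium dye.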
D1 antag = antagonists of human D1 dopamine receptor | P21728 | HEK293 TREx D1 cells, calcium flux, dopamine EC80; hits give low values | activity change, negative = inhibition, % at 10 µM | 360,000 compounds, 3.2% hits; in the data active = activity change below about -30%; note: % is set by controls: 0 for no effect and ±100 for the full control effect
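Cells carrying a force-coupled, tetracycline-inducible human D1 receptor report calcium flux. Each well gets a 10 s baseline, compound with 180 s monitoring, then an EC80 dopamine stimulus with a second 180 s kinetic read.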
Starred values were filed as active, the others as inactive; ? = inconclusive; / = no result given; & = joins results of further samples; ! = not active in a repeat; [ ] = remark or other dose. Unless noted, calls come from the whole dose curve; as a rule, active = well fitted curve in the direction sought with a large enough effect; inconclusive = small, poorly fitted or top-dose-only effect, or another doubt; inactive = no such curve, though single readings can be large; an effect the other way counts as inactive or inconclusive. Some of the compounds tested. The share of hits here may be higher or lower than overall.

SMILES | TRHR agonist | RXFP1 agonist | D1 PAM | D2 PAM | Anesthetic bind | TRHR PAM | RXFP1 antagonist | D1 ag | D1 antag
Cc1cc(NC(=O)CSCC(=O)Nc2cc(C(F)(F)F)ccc2N2CCCC2)no1 | -0.1 | 0.6% | -6 | 4 | / | -3 | -14 | 0 | -22
O=C1CC(N2CCSCC2)C(=O)N1c1ccc(F)cc1 (configuration not stated) | 0.0 | 1.1% | -5 | 8 | -5% | -2 | 12 | 1 | -14
CCOC(=O)c1ccc(NC(=O)CSc2nc3c(c(=O)[nH]2)CN(Cc2ccccc2)CC3)cc1 | 0.8 | 0.3% | 0 | -3 | 1% | -7 | -8 | 2 | -1
CCc1ccc(-c2cc(C)no2)cc1S(=O)(=O)Nc1ccc(C)cn1 | -0.6&0.0 | 2.1%&2.7% | 2&-5 | -9&6 | -20%&-15% | -3&0 | 6&-12 | 0&1 | -45*!
Cn1cc(-c2cc3n(n2)CCC(=O)N3CCCC(=O)NCc2ccccc2Cl)c2ccccc21 | -1.2 | -0.8% | 2 | 3 | -12% | -5 | -9 | 1 | -48*
CCN(c1ccc(OC)cc1)S(=O)(=O)c1ccc2[nH]c3c(c2c1)CCCCC3 | 0.3 | -4.1% | -2 | 4 | 39%[activator] | 7 | / | 2 | -8
CCN(C(=O)CSc1ccc2ccccc2n1)C1CCS(=O)(=O)C1 (configuration not stated) | 0.0 | 5.3% | -3 | -1 | -10% | 0 | 8 | 0 | -6
Oc1cccc(Nc2nc(NCC3CCCO3)c3ccccc3n2)c1 (configuration not stated) | 0.5 | -0.8% | -12 | / | -5% | -1 | -23 | 6 | -27
O=C1CC(c2ccco2)CC(O)=C1C=NCC1CCNCC1 (configuration not stated) | -0.2 | 0.1% | 3 | 17 | 0% | -5 | -6 | 2 | -15
O=C(N/N=C/c1ccc([N+](=O)[O-])o1)c1cc(-c2cccc(Br)c2)nc2ccccc12 | 0.3 | -0.6% | 2 | / | -23% | -4 | -23 | -1 | -2
Cc1ccc(Oc2nc3ccccn3c(=O)c2/C=C(\C#N)c2nc3ccccc3s2)c(C)c1 | 0.0 | 5.8% | -5 | -1 | 5% | 12 | -9 | -1 | -22
CC1CCN(CCCNC(=O)C2CCN(S(=O)(=O)N3CCCCC3)CC2)CC1 | 0.0 | 8.5% | 0 | 1 | -7% | 8 | 22 | -2 | 6
Cc1ccc(CNC(=O)CN(C)S(=O)(=O)c2cccs2)cc1 | 0.2 | 0.6% | -1 | 5 | -11% | -8 | -5 | 2 | -11
CC(C)OCCCNC(=O)c1ccccc1NC(=O)C1=CSCCO1 | -0.5 | -0.8% | 1 | 3 | -4% | 0 | 10 | 0 | -1
CCCCN(CCCC)Cc1ccc(C(=O)NNC(=O)Nc2ccc(Cl)cc2)o1 | -1.6 | -0.1% | 3 | 14 | -19% | -3 | -37 | 3 | -2
CCOCc1nnc(NC(=O)c2c(-c3ccccc3)noc2C)s1 | 0.2 | 1.7% | -3 | -8 | 3% | -3 | 2 | 0 | -17
COc1ccc(-c2oc3c(OC)c(OC)c(OC)c(O)c3c(=O)c2OC)cc1OC | 1.0 | 11% | -2 | 18 | -1% | 3 | / | -3 | 10
Cc1[nH]c(C)c(S(=O)(=O)Nc2ccccc2)c1C(=O)N1CCCC1 | 0.0 | -2.9% | -5 | 9 | -1% | 0 | -3 | 3 | -23
O=C(O)C(c1ccccc1)C1(O)CCCCC1 (configuration not stated) | 0.8 | -1.0% | -1 | 6 | 10% | 1 | 2 | 4 | -1
CC(=O)NS(=O)(=O)c1ccc(NC(=O)c2ccc(S(=O)(=O)N3CCCC3)cc2)cc1 | 0.1 | 3.2% | 5 | -2 | / | 2 | -5 | 1 | 4
O=C(Nc1cccc2cccnc12)OC(Cl)(Cl)Cl | 0.4 | / | 1 | / | / | -4 | / | 1 | -10
O=C(CN1C(=O)C(=O)N(C2CCCC2)C1=O)NCCc1ccc(Cl)cc1Cl | 0.2 | 0.8% | -3 | -6 | / | -10 | 0 | 11 | -7
CCc1ccc(C(=O)Nc2cc(C)on2)o1 | 0.1 | 1.3% | -8 | / | -4% | 4 | -2 | 0 | -8
Cc1c(Cl)cccc1NC(=S)NCCCN(C)C | -0.9 | 0.3% | 7 | -4 | 0% | 4 | -7 | 3 | -7
Cc1nn(CCCC(=O)Nc2c(F)cc(F)cc2Br)c(C)c1[N+](=O)[O-] | -1.9 | 3.9% | -2 | -5 | -3% | 3 | 0 | 5 | 1
SMILES | TRHR agonist | RXFP1 agonist | D1 PAM | D2 PAM | Anesthetic bind | TRHR PAM | RXFP1 antagonist | D1 ag | D1 antag
CN(c1cccc(NC(=O)c2ccccc2N(Cc2ccccc2)S(C)(=O)=O)c1)S(C)(=O)=O | 0.3 | -4.7% | -17 | -3 | -7% | 6 | -1 | 0 | 9
O=C(NCc1ccco1)c1ccc2nccnc2c1 | 0.2 | 5.6% | -1 | 5 | -3% | -6 | 1 | 1 | 8
NC(=O)[C@H]1CC2(CC(c3cccc(NC(=O)c4ccccc4)c3)=NO2)CN1C(=O)[C@H]1CCC(=O)N1 (some centres not stated) | 0.1 | 4.3% | -4 | 8 | -8% | 4 | / | 2 | 5
O=C(NCCN1CCN(C(=O)c2cccc(Br)c2)CC1)C(=O)NCc1ccccc1 | -0.1 | -4.5% | 1 | 1 | -3% | -2 | -9 | 2 | -27
CCOc1ccc2[nH]c(=O)c(C(c3nnnn3CCOC)N3CCOCC3)cc2c1 (configuration not stated) | 0.3 | 1.7% | -4 | -7 | 2% | 4 | -4 | 1 | -8
Cc1ccc(OCC(=O)Nc2nnc(S(=O)(=O)N3CCCCCC3)s2)cc1 | -0.3&0.2 | -1.0%&-0.8% | -5&-2 | 2&5 | ? | 0&-2 | -15 | 17&10 | -21&-11
CC(=O)Nc1ccc(NC(=O)COC(=O)[C@@H](NC(=O)c2ccc(F)cc2)C(C)C)cc1 | -1.2 | 2.1% | -4 | 0 | 1% | 1 | -12 | 3 | -3
Cc1cccc(OCCCCn2c(C3CC(=O)N(c4ccccc4Cl)C3)nc3ccccc32)c1 (configuration not stated) | 1.3 | 1.0% | -3 | -1 | 58%[activator] | 33* | -8 | 25 | -1
COC(=O)CCC(=O)Nc1ccc(Br)cc1 | -0.1 | 3.1% | 3 | 18 | -1% | 3 | -24 | 1 | -9
Cc1ccccc1NC(=O)COC(=O)/C=C/c1cccc(C(F)(F)F)c1 | -0.1 | 0.1% | -2 | 5 | -2% | 3 | 3 | 2 | -10
COc1ccc2cc(C(c3nnnn3C3CCCC3)N3CCOCC3)c3nnnn3c2c1 (configuration not stated) | 0.2 | 3.0% | 0 | 0 | -11% | -6 | 3 | -1 | 3
O=[N+]([O-])c1ccc(Sc2ncc3ccccn23)nc1 | -0.2 | 5.2% | -2 | 4 | -8% | -1 | 7 | 2 | -7
COc1ccccc1C(=O)N1C(CC(=O)Nc2ccccc2C)C(=O)NC2CCCCC21 (configuration not stated) | 0.1 | 4.5% | -4 | -4 | -4% | -2 | 5 | 1 | 22
CCOC(=O)CC(=O)CSc1nc2ccccc2c(=O)n1CCc1ccccc1 | 1.5 | -1.7% | -2 | -15 | -16% | 2 | -18 | 0 | 10
CNC(=O)c1ccc(Nc2nnc(-c3ccc(C(N)=O)cc3)c3ccccc23)cc1 | 1.0 | -0.2% | -7 | -4 | 136%[activator] | 0 | -11 | 1 | -9
O=C(NCc1nc2ccccc2[nH]1)C1=C[C@H](c2ccc(Br)cc2)C[C@H](OCc2ccc(CO)cc2)O1 | 0.2 | -0.4% | -1 | 0 | 4% | 4 | / | -4 | -2
CC(C)c1ccc(NC(=O)c2cccc(Br)c2)cc1 | 0.1 | 0.8% | -2 | / | -10% | -7 | ? | 3 | -13
CC(C)OC(=O)/C(=C/c1ccc2c(c1)c1ccccc1n2C)NC(=O)c1ccccc1 | 0.8 | 1.7% | -3 | -6 | 38%[activator] | -7 | -9 | 1 | 4
Oc1ccccc1/C=N/n1c(-c2cccs2)n[nH]c1=S | 0.7 | 3.0% | -4 | -15 | 0% | 3 | 8 | 1 | -4
Cn1cc(CN2CCCCC2C(=O)Nc2ccc(-n3cccn3)cc2)cn1 (configuration not stated) | 0.1 | -0.4% | 0 | -3 | -6% | 6 | 3 | 1 | 20
CCc1sc(C(=O)NCCc2ccc(S(N)(=O)=O)cc2)cc1C | -0.8 | 4.6% | -8 | -7 | -4% | 13 | -14 | 3 | 4
Cc1ccc(CC(=O)Nc2cc(C)ccn2)cc1 | 0.5 | 3.0% | 4 | -4 | ? | 26 | 9 | 6 | 23
c1ccc2sc(NN=C3CCCC3)nc2c1 | 0.2 | 0.1% | -2 | / | -20% | -5 | -33 | -1 | 4
CCn1c(SCc2nc3ccccc3[nH]2)nnc1-c1cccs1 | -0.3 | 3.3% | 6 | 15 | -15% | -15 | 1 | 6 | 6

Sorted by molecular weight (low to high): part of the list above.
SMILES | TRHR agonist | RXFP1 agonist | D1 PAM | D2 PAM | Anesthetic bind | TRHR PAM | RXFP1 antagonist | D1 ag | D1 antag
c1ccc2sc(NN=C3CCCC3)nc2c1 | 0.2 | 0.1% | -2 | / | -20% | -5 | -33 | -1 | 4
CCOC(=O)CC(=O)CSc1nc2ccccc2c(=O)n1CCc1ccccc1 | 1.5 | -1.7% | -2 | -15 | -16% | 2 | -18 | 0 | 10
Cc1ccc(OCC(=O)Nc2nnc(S(=O)(=O)N3CCCCCC3)s2)cc1 | -0.3&0.2 | -1.0%&-0.8% | -5&-2 | 2&5 | ? | 0&-2 | -15 | 17&10 | -21&-11
CCOc1ccc2[nH]c(=O)c(C(c3nnnn3CCOC)N3CCOCC3)cc2c1 (configuration not stated) | 0.3 | 1.7% | -4 | -7 | 2% | 4 | -4 | 1 | -8
COc1ccc2cc(C(c3nnnn3C3CCCC3)N3CCOCC3)c3nnnn3c2c1 (configuration not stated) | 0.2 | 3.0% | 0 | 0 | -11% | -6 | 3 | -1 | 3
COc1ccccc1C(=O)N1C(CC(=O)Nc2ccccc2C)C(=O)NC2CCCCC21 (configuration not stated) | 0.1 | 4.5% | -4 | -4 | -4% | -2 | 5 | 1 | 22
CN(c1cccc(NC(=O)c2ccccc2N(Cc2ccccc2)S(C)(=O)=O)c1)S(C)(=O)=O | 0.3 | -4.7% | -17 | -3 | -7% | 6 | -1 | 0 | 9
O=C(NCc1nc2ccccc2[nH]1)C1=C[C@H](c2ccc(Br)cc2)C[C@H](OCc2ccc(CO)cc2)O1 | 0.2 | -0.4% | -1 | 0 | 4% | 4 | / | -4 | -2
